Assay outcomes (PubChem)
EphB4 ephrin blk – antagonists of human EphB4-ephrin-B2 interaction; P54760; EphB4 LBD / TNYL-RAW-Alexa532 peptide, fluorescence polarization; inhibition, % at 7 µM; hit rate 0.15% among 97,000; AID 720;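 active means inhibition above the screen-wide mean inhibition plus 3 SD, cut at about 15% in these data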;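 further: 0% = DMSO wells and 100% = excess unlabeled TNYL-RAW peptide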
Target sequence (P54760 whole entry, looked up, the tested form may be a part): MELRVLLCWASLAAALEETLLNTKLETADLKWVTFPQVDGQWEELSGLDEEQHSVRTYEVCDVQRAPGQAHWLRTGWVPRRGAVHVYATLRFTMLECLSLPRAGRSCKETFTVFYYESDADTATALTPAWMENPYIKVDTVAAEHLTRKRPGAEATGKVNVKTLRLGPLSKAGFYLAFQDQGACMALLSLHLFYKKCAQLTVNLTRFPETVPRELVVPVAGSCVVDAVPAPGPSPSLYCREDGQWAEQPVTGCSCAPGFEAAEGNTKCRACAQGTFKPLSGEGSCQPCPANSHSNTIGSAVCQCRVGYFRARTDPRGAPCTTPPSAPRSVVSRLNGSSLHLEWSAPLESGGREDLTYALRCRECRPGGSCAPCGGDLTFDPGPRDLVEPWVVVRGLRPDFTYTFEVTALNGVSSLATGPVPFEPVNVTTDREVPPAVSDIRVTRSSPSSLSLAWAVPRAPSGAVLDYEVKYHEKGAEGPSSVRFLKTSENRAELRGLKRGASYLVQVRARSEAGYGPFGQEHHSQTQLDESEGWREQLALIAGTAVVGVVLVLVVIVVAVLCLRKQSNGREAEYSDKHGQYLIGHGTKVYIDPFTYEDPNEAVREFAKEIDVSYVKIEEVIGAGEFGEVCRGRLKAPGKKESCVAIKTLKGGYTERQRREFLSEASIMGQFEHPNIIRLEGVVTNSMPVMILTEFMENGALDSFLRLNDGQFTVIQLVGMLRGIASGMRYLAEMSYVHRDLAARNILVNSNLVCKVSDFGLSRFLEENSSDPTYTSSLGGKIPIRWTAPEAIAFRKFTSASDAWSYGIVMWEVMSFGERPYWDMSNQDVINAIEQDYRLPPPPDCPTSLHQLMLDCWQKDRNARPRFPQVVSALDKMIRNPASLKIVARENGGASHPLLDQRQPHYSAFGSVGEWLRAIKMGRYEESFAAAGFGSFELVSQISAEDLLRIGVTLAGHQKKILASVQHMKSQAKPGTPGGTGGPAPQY
PostGolgi yeast – growth inhibition of a yeast mutant, post-Golgi transport screen; post-Golgi transport phenotypic cell assay; inhibition, % at 10 µM; hit rate 0.9% among 98,000; in the data active means inhibition above about 30%;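 further: yeast cells grown in 1536-well plates; yeast grown about 18 h at 30C before absorbance read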
E coli WT exp – blocks growth of wild type E. coli BW25113; hit rate 0.15% among 98,000; OD600 absorbance; growth inhibition, % at 100 µM; AID 710;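 active means growth inhibition above about 50% at one test dose, limit read from the data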;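 further: growth measured after 20 h incubation at 37 °C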
The depositor's hits bear a star; / = no result given.

Preview:
SMILES	EphB4 ephrin blk	PostGolgi yeast	E coli WT exp
COC(=O)C(C)Sc1nc(-c2ccc(OC)cc2)nc2c1c(=O)n(C)c(=O)n2C (stereo unspecified)	5	/	/
CCN(CC)C(=O)C1CCCc2c1[nH]c1ccc(Cl)cc21 (stereo unspecified)	3	/	/
CCn1cc(C(=O)N=c2sc3ccccc3n2C)c(=O)c2ccc(C)nc21	-7	/	/
O=C(CN1CCN(c2ncccn2)CC1)N1CCN(C(c2ccccc2)c2ccccc2)CC1	-4	/	/
COc1ccccc1CNC(=O)CN1CCN(Cc2ccc(Cl)cc2)C1=O	1	/	/
CCOC(=O)C1(c2ccccc2)NC(c2ccc(N(C)C)cc2)C2C(=O)N(C)C(=O)C21 (stereo unspecified)	3	/	/
COc1ccc(S(=O)(=O)N2CCC(C(N)=O)CC2)cc1	6	/	/
CN(C)c1ccc(C(c2nnnn2C2CCCCC2)N2CCN(C(=O)c3ccco3)CC2)cc1 (stereo unspecified)	-6	/	/
CCOC(=O)N1CCC(NC(=O)c2ccc3c(c2)N(CC)CCS3)CC1	1	/	/
O=C(Nc1ccccc1-c1nc2ccccc2o1)c1ccc2c(c1)OCCO2	-5	/	/
CCN(CC)CCN1C(=O)C(O)=C(C(=O)c2ccc(C)o2)C1c1ccccn1 (stereo unspecified)	-8	/	/
CCCCn1c(=S)[nH]c2c(oc3ccc(Cl)cc32)c1=O	-2	/	/
Cc1coc2c(C)c3oc(=O)c4c(c3cc12)CCC4	2	/	/
CC(=O)c1cnc(Nc2nc(C)c3cc(C)ccc3n2)nc1C	7	/	/
Cc1ccc(-c2c3c(=O)n(C)c(=O)n(C)c3c3nnc4ccccc4n23)cc1	5	/	/
O=C(Nc1nnc(-c2cccs2)o1)c1cccc(F)c1	-7	/	/
Cc1cc(C)n(CC(O)COc2ccc(OCC(O)Cn3nc(C)cc3C)cc2)n1 (stereo unspecified)	0	/	/
CCOc1ccc(NC(=O)N(C2CCCCC2)C2CCN(C(C)=O)CC2)cc1	5	/	/
O=C1c2ccccc2C(=O)N1CCCCN1CCN(CCCCN2C(=O)c3ccccc3C2=O)CC1	-1	/	/
CCOc1ccc(-c2nnc3sc(-c4c(OC)cccc4OC)nn23)cc1	-6	/	/
CCS(=O)(=O)n1nc(-c2ccc(Cl)cc2)nc1SCc1ccccc1	5	/	/

Main list, repeating the preview:
SMILES	EphB4 ephrin blk	PostGolgi yeast	E coli WT exp
COC(=O)C(C)Sc1nc(-c2ccc(OC)cc2)nc2c1c(=O)n(C)c(=O)n2C (stereo unspecified)	5	/	/
CCN(CC)C(=O)C1CCCc2c1[nH]c1ccc(Cl)cc21 (stereo unspecified)	3	/	/
CCn1cc(C(=O)N=c2sc3ccccc3n2C)c(=O)c2ccc(C)nc21	-7	/	/
O=C(CN1CCN(c2ncccn2)CC1)N1CCN(C(c2ccccc2)c2ccccc2)CC1	-4	/	/
COc1ccccc1CNC(=O)CN1CCN(Cc2ccc(Cl)cc2)C1=O	1	/	/
CCOC(=O)C1(c2ccccc2)NC(c2ccc(N(C)C)cc2)C2C(=O)N(C)C(=O)C21 (stereo unspecified)	3	/	/
COc1ccc(S(=O)(=O)N2CCC(C(N)=O)CC2)cc1	6	/	/
CN(C)c1ccc(C(c2nnnn2C2CCCCC2)N2CCN(C(=O)c3ccco3)CC2)cc1 (stereo unspecified)	-6	/	/
CCOC(=O)N1CCC(NC(=O)c2ccc3c(c2)N(CC)CCS3)CC1	1	/	/
O=C(Nc1ccccc1-c1nc2ccccc2o1)c1ccc2c(c1)OCCO2	-5	/	/
CCN(CC)CCN1C(=O)C(O)=C(C(=O)c2ccc(C)o2)C1c1ccccn1 (stereo unspecified)	-8	/	/
CCCCn1c(=S)[nH]c2c(oc3ccc(Cl)cc32)c1=O	-2	/	/
Cc1coc2c(C)c3oc(=O)c4c(c3cc12)CCC4	2	/	/
CC(=O)c1cnc(Nc2nc(C)c3cc(C)ccc3n2)nc1C	7	/	/
Cc1ccc(-c2c3c(=O)n(C)c(=O)n(C)c3c3nnc4ccccc4n23)cc1	5	/	/
O=C(Nc1nnc(-c2cccs2)o1)c1cccc(F)c1	-7	/	/
Cc1cc(C)n(CC(O)COc2ccc(OCC(O)Cn3nc(C)cc3C)cc2)n1 (stereo unspecified)	0	/	/
CCOc1ccc(NC(=O)N(C2CCCCC2)C2CCN(C(C)=O)CC2)cc1	5	/	/
O=C1c2ccccc2C(=O)N1CCCCN1CCN(CCCCN2C(=O)c3ccccc3C2=O)CC1	-1	/	/
CCOc1ccc(-c2nnc3sc(-c4c(OC)cccc4OC)nn23)cc1	-6	/	/
CCS(=O)(=O)n1nc(-c2ccc(Cl)cc2)nc1SCc1ccccc1	5	/	/
CCN1CCN(c2ncnc3c2oc2nc(C)c4c(c23)CC(C)(C)OC4)CC1	-3	/	/
COc1cccc2cc(C(=O)NC3CC(C)(C)NC(C)(C)C3)c(=O)oc12	10	/	/
CN(C)c1ccnc2sc3c(=O)n(-c4ccc(Cl)cc4)cnc3c12	5	/	/
Cc1cccc(C2N(c3ccc(F)cc3)C(=O)C3CCCN32)c1 (stereo unspecified)	1	/	/
CN1C(=O)COc2ccc(C(=O)c3oc4ccccc4c3-c3cnc4c(c3)COc3ccccc3-4)cc21	-8	/	/
O=C(CSc1nnc(-c2cccs2)n1-c1ccccc1)N1CCc2ccccc21	8	/	/
COc1ccc2c(c1)c(=O)oc1c(C)c3occ(C)c3cc12	15	/	/
CC1CCN(c2c(NCc3ccc(C(=O)NCC4COc5ccccc5O4)cc3)c(=O)c2=O)CC1 (stereo unspecified)	6	/	/
CCCCN1C2CCCC1CC(NC(=O)N(C(C)C)C(C)C)C2 (stereo unspecified)	0	/	/

Following part.
SMILES	EphB4 ephrin blk	PostGolgi yeast	E coli WT exp
Cc1c(NC(=O)c2noc3c2CCc2ccccc2-3)c(=O)n(-c2ccccc2)n1C	-7	/	/
Cc1ccc(C(=O)n2nnc3ccccc32)cc1	-2	/	/
Cc1cc(NC(=O)C23CCC(C)(c4nc5cc(Cl)c(Cl)cc5nc42)C3(C)C)no1 (stereo unspecified)	-3	/	/
CCN1CCCC1CNC(=O)Cn1cnc2sc(C)c(S(=O)(=O)N3CCC(C)CC3)c2c1=O (stereo unspecified)	0	/	/
CCOC(=O)c1sc(NC(=O)CSc2nc3c(cc2C#N)CCC3)c(C#N)c1C	-2	/	/
Cn1c(=O)c2c(nc(SCC(=O)N3CCCc4ccccc43)n2C)n(C)c1=O	8	/	/
CN(C)CCCN1C(=O)C(=O)/C(=C(/O)c2ccc3c(c2)OCO3)C1c1cccnc1 (stereo unspecified)	-3	/	/
O=C(CSc1ccc2nnc(-c3ccccc3)n2n1)N1CCN(c2ccccc2)CC1	-2	/	/
CC(CCc1ccccc1)NC(=O)CN1CCOc2ccccc21 (stereo unspecified)	-4	/	/
COc1ccc(-c2nn3c(-c4ccncc4)nnc3s2)cc1OC	0	/	/
Cc1ccc(C)c(NC(=O)CC(NCCCN2CCOCC2)C(=O)O)c1 (stereo unspecified)	5	/	/
O=c1[nH]c(CN2CCN(Cc3ccccc3)CC2)nc2sc3c(c12)CCC3	-4	/	/
CCOC(=O)N1CCC(NC(=O)Cc2ccc(-n3c(=O)[nH]c4ccccc4c3=O)cc2)CC1	-8	/	/
CCOc1ccc(C2CC(c3ccc(Br)cc3)Nc3nc(N)nn32)cc1 (stereo unspecified)	-2	/	/
Cc1cccn2c(=O)c3cc(C(=O)N4CCCc5ccccc54)n(C)c3nc12	-2	/	/
CC(C)(C)n1ncc(Oc2ccc(Oc3cnn(C(C)(C)C)c(=O)c3Cl)cc2)c(Cl)c1=O	7	/	/
O=C(CSc1nc2cccnc2n1Cc1ccccc1)N1CCc2ccccc21	0	/	/
O=C(COc1ccccc1)NNC(=S)NC(=O)c1ccc(Cl)cc1Cl	8	/	/
O=C(CN1C(=O)C2CCCN2C(=O)c2ccccc21)Nc1ccccc1-n1cccc1 (stereo unspecified)	-5	/	/
CCc1nn2c(=O)cc(CSc3nc4sc5c(c4c(=O)n3C)CCCC5)nc2s1	-2	/	/
Cc1ccc2nc(NC3=NCN(Cc4ccc5c(c4)OCO5)CN3)nc(C)c2c1	-4	/	/
CCOC(=O)c1sc(NC(=O)c2c(C)noc2C)c(C(=O)OCC)c1C	-2	/	/
CC(=O)N1CCC(N(CCCOC(C)C)C(=O)Nc2ccc(Cl)cc2)CC1	7	/	/
Cn1c(=O)c(C(=O)Nc2cccnc2)c(O)c2ccccc21	3	/	/
c1cc(-c2noc(-c3ccc4c(c3)OCO4)n2)ccn1	5	/	/
O=S(=O)(c1ccc2oc3ccc(S(=O)(=O)N4CCCC4)cc3c2c1)N1CCCC1	-4	/	/
CNC(=O)N(O)C1N(NC(=O)Nc2ccccc2)C(=S)SC1(C)C (stereo unspecified)	-5	/	/
O=C(CN1CCOc2ccccc21)N1CCC(Cc2ccccc2)CC1	0	/	/
Cc1cc(-c2ccccc2)nc(N2CCC(C(=O)NCc3ccccc3Cl)CC2)n1	2	/	/
Cc1ccccc1-c1nc(CN2CCC(C(=O)NC3CCN(Cc4ccccc4)CC3)CC2)c(C)o1	-8	/	/

The listing continues.
SMILES	EphB4 ephrin blk	PostGolgi yeast	E coli WT exp
N=c1c(-c2nc3ccccc3[nH]2)cc(C(=O)c2cccs2)nn1-c1ccc(Cl)cc1	6	/	/
O=C(C1CCC1)N1CCc2cc(S(=O)(=O)N3CCc4ccccc4C3)ccc21	11	/	/
COc1cc2c(cc1OC)-c1nnc(-c3cccs3)n1C(C)(C)C2	2	/	/
Cn1cnnc1Sc1nc2c(c(=O)n(C)c(=O)n2C)n1C	3	/	/
Cc1cc(NC(=O)c2cnc3ccccn3c2=O)no1	9	/	/
CCn1cc(C(=O)Nc2nnc(C)s2)c(=O)c2cc(F)c(N3CCN(C(=O)c4ccco4)CC3)cc21	-8	/	/
COC(=O)c1c(N)n(-c2cc(OC)cc(OC)c2)c2nc3ccccc3nc12	-3	/	/
COC(=O)c1cc2c(=O)n3ccccc3nc2n(Cc2cccnc2)c1=N	0	/	/
O=C1c2oc3ccc(F)cc3c(=O)c2C(c2ccc(F)cc2)N1CCCN1CCOCC1 (stereo unspecified)	-4	/	/
O=C(C1CCC(C(=O)N2CCCC2)CC1)N1CCCC1 (stereo unspecified)	2	/	/
O=C(CCC(=O)N1CCc2ccccc21)N1CCc2ccccc21	4	/	/
Clc1cccc(CSC2=NCCCN2)c1	4	/	/
Cn1c(=O)c2ncn(CC(=O)Nc3ccc4oc(-c5cccc6ccccc56)nc4c3)c2n(C)c1=O	-5	/	/
COC(=O)c1ccccc1NC(=O)CSc1nnc(-c2ccc(C)cc2)o1	1	/	/
Cc1c(=O)n(OCc2c(F)cccc2F)c2ccccc2[n+]1[O-]	-5	/	/
CCc1nnc(NC(=O)CN2CCN(c3ccc(Cl)cc3)CC2)s1	-3	/	/
Cn1c(=O)c2c(ncn2Cc2ccccc2)n(C)c1=O	1	/	/
Cc1ccc(C(=O)C(NC(=O)c2ccco2)Nc2sc3c(c2C(N)=O)CCCC3)cc1 (stereo unspecified)	3	/	/
Cc1nnc2sc(-c3cccc(NC(=O)c4ccc(-c5cccc(Cl)c5)o4)c3)nn12	1	/	/
Cc1ccc2[nH]c(=O)c(-c3noc(-c4ccncc4)n3)cc2c1	3	/	/
COc1ccc(OC)c2sc(NC(=O)CCS(=O)(=O)c3ccccc3)nc12	-4	/	/
CC(=O)NC(CCS(C)(=O)=O)C(=O)Nc1cc(C)on1 (stereo unspecified)	2	/	/
Cc1ccc2c(c1)sc1ncc(NC(=O)c3ccccc3)c(=O)n12	1	/	/
Cc1ccc(NC(=O)Cn2cnc3sc(C(=O)NCCN(C)C)c(C)c3c2=O)cc1Cl	-1	/	/
CCOC(=O)N1CCC(Nc2nc3ccccc3n3cnnc23)CC1	0	/	/
CCCCc1nc2ccccc2n2cc3c(=O)n(C)c(=O)n(C)c3c12	2	/	/
Cc1ccc(Oc2ccc(OCC(=O)OC3CCS(=O)(=O)C3)cc2)cc1 (stereo unspecified)	9	/	/
Cc1csc2ncc(C(=O)N3CCc4ccccc43)c(=O)n12	3	/	/
CCOC(=O)c1sc(NC(=O)c2noc3c2CCCC3)c(C(=O)OCC)c1C	1	/	/
CCOC(=O)c1sc(NC(=O)C2CCCO2)c(C(=O)OC)c1C (stereo unspecified)	-1	/	/

O=C(CSc1nnc2c3cc(F)ccc3nc(-c3ccccc3)n12)N1CCOCC1
  EphB4 ephrin blk: -8 | PostGolgi yeast: / | E coli WT exp: /
COC(=O)c1sc2nc(N3CCCCC3)c3c(c2c1N)CC(C)(C)N(C)C3
  EphB4 ephrin blk: 10 | PostGolgi yeast: / | E coli WT exp: /
CCN1C(=O)/C(=c2/s/c(=C3\SC(C)=C(C)N3CC)c(=O)n2CC)N(c2ccccc2)C1=S
  EphB4 ephrin blk: -3 | PostGolgi yeast: / | E coli WT exp: /
Cc1cc(C=O)c2c(c1)C=CC1(Oc3ccccc3C(=O)N1C)O2 (stereo unspecified)
  EphB4 ephrin blk: -3 | PostGolgi yeast: / | E coli WT exp: /
Cc1ccc(-c2nnc3sc(-c4ccc5c(c4)OCCO5)nn23)cc1
  EphB4 ephrin blk: -6 | PostGolgi yeast: / | E coli WT exp: /
O=C(NCc1ccc(F)cc1)c1cc2sccc2n1Cc1ccc(F)cc1
  EphB4 ephrin blk: -6 | PostGolgi yeast: / | E coli WT exp: /
Cn1c(=O)c2c(SC3CCCC3)nc(CC(C)(C)C)nc2n(C)c1=O
  EphB4 ephrin blk: 4 | PostGolgi yeast: / | E coli WT exp: /
COC(=O)c1ccc2c(c1)N(C)CCS2
  EphB4 ephrin blk: / | PostGolgi yeast: 0 | E coli WT exp: -8

Only part of the results is shown. The share of hits here may be higher or lower than overall.
